From PubChem
IL2 activator = activates IL-2 in a cell-based reporter assay. IL-2 activation reporter assay, cell-based qHTS; stimulated with anti-CD3/CD4/CD28 beads; in transgenic mouse T cells. activation, % (series mostly up to about 46 µM). hit rate 0.065% among 360,000. AID 652025; in the data active = activation above about 50%; inconclusive = mostly about 30% to 49%; note: 0% is about no effect
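First, unstimulated transgenic mouse T cells were exposed to compound for 60 min. Next, anti-CD3/anti-CD4-coated beads with anti-CD28 were added. Finally, after 18 h at 37 degrees C, EGFP and DsRed were imaged.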
CCT chaperon mod = changes cytosolic chaperonin activity; purified chaperonin ATPase assay, HTRF ADP detection, 30 min; activity change, % (no concentration beside the values), hits read low; hit rate 0.3% among 360,000; AID 651819; in the data active = activity change below about -30%; note: % is set by controls: 0 for no effect and ±100 for the full control effect
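TRiC at 40 or 20 nM final (batch-dependent) in 30 mM Tris pH 7.4, 100 mM KCl, 5 mM MgCl2, 1 mM DTT, with compound at single 76 uM and 10 uM ATP, 30 min at 37 deg C. ADP detected by HTRF Transcreener, 665/615 ratio.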
EPAC2 ag = activates human EPAC2 exchange factor. Q8WZA2. EPAC2 activation, biochemical qHTS; response scale: 100% = 6.5 mM cAMP response. Potency, µM (series often up to 154 µM), for inactives: top-dose activation, hits mostly activators. hit rate 0.079% among 360,000. AID 720711; note: potency is the fitted concentration of half-maximal effect; nearly all actives have a fitted effect of over 50% in size
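Setup: EPAC2 100 nM, labeled Rap1B complex 250 nM, free GDP 50 uM. Compound titrations pinned in, brief spin, 5 min room temperature incubation. Kinetic fluorescence read over 30 min, normalized to 6.5 mM cAMP.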
PLK1 PBD block = inhibitors of human PLK1 polo-box domain binding. AID 720504. Potency, µM, for inactives: max response, negative = inhibition, actives largely listed as inhibitors. P53350. hit rate 2.8% among 360,000. Plk1 PBD binding of FITC phosphopeptide, fluorescence polarization; note: potency is the fitted concentration of half-maximal effect; series mostly up to about 57 µM; % is set by controls: 0 for no effect and ±100 for the full control effect; nearly all actives have a fitted effect of over 65% in size
Target sequence (P53350 whole entry, looked up, the tested form may be a part): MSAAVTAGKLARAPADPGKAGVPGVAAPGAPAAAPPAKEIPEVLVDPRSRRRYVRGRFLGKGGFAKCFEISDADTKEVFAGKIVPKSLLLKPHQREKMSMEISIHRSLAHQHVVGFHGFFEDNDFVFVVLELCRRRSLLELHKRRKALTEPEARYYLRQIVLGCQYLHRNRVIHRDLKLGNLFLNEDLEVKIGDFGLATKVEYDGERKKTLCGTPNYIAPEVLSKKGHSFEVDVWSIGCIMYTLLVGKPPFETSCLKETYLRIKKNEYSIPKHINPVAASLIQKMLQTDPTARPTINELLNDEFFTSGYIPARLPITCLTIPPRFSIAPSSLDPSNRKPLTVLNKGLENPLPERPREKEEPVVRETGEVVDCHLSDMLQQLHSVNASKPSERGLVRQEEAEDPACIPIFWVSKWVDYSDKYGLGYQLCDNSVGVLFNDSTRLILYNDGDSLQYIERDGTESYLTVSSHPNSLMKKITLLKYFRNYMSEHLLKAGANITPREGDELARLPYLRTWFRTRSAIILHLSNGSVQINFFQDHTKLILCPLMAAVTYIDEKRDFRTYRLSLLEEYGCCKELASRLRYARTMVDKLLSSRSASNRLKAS
PI5P4K alpha inh = blocks human PI5P4K alpha kinase activity | max response, % | PI5P4Kalpha enzyme, ADP-Glo luminescence, 60 min; stronger effect = lower value | P48426 | hit rate 1.2% among 330,000; active = max response of -50% or lower; inconclusive = between -30% and -50%; inactive = -30% or higher; note: value at the top dose of about 77 µM; % is set by controls: 0 for no effect and ±100 for the full control effect
Target sequence (P48426 whole entry, looked up): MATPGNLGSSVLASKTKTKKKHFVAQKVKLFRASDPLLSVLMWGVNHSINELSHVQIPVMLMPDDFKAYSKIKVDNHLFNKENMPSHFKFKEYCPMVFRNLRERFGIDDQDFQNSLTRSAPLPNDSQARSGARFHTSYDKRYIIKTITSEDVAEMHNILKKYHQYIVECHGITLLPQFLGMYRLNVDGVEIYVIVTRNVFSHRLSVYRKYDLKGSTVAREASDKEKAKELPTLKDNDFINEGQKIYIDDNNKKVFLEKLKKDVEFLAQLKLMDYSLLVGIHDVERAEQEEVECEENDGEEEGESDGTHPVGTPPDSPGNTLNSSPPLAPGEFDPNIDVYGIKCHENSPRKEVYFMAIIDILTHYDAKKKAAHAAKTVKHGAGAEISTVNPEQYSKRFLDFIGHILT
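Enzyme plus substrate dispensed, test compounds pinned in, then ATP (5 microM final) added. After 60 min at RT, ADP-Glo reagent 1 for 45 min and reagent 2 for 30 min preceded luminescence imaging.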
WRN inhibitor = WRN helicase (human) inhibition | hit rate 0.46% among 360,000 | Q14191 | Potency, µM (highest dose often 114 µM), without a hit: at the top dose activity change, negative = inhibition, hits mostly inhibitors | WRN helicase unwinding, fluorescent forked duplex, kinetic; note: potency is the fitted concentration of half-maximal effect; % is set by controls: 0 for no effect and ±100 for the full control effect; nearly all actives have a fitted effect of over 55% in size
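Kinetic red-fluorescence monitoring (525/598 nm) tracks WRN helicase activity after 100 nM fluorophore-quencher forked duplex and 2 mM ATP are added to 20 nM enzyme pretreated 15 min at room temperature with compound.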
EPAC1 antagonist = antagonists of human EPAC1; O95398; hit rate 0.14% among 360,000; EPAC1 GEF assay, Rap1b-BODIPY-GDP exchange fluorescence; Potency, µM (doses to about 115 µM), for inactives: top-dose activity change, negative = inhibition, actives largely listed as inhibitors;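 note: potency is the fitted concentration of half-maximal effect; plate controls were vehicle for no effect and positive control for full effect; nearly all actives have a fitted effect of over 50% in size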
EPAC1 agonist = EPAC1 (human) agonism | O95398 | EPAC1 agonist qHTS, biochemical assay; response scale: 100% = response to 6.5 mM cAMP | Potency, µM (doses to about 154 µM), inactives show at the top dose activation, hits mostly activators | hit rate 0.073% among 360,000; note: potency is the fitted concentration of half-maximal effect; nearly all actives have a fitted effect of over 60% in size
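EPAC1 100 nM, Rap1B–BODIPY-GDP 250 nM, unlabeled GDP 50 uM; compound titration; 5 min RT; kinetic read ex480/em540 at 5-min intervals ×30 min; data normalized to 6.5 mM cAMP agonist control.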
Starred values were filed as active, the others as inactive; ? = inconclusive; · = no result given; [ ] = remark or other dose. Unless noted, calls come from the whole dose curve; as a rule, active = well fitted curve in the direction sought with a large enough effect; inconclusive = small, poorly fitted or top-dose-only effect, or another doubt; inactive = no such curve, though single readings can be large; an effect the other way counts as inactive or inconclusive. This is a subset; the hit share may differ from the screen's.

The line under a structure holds: EPAC1 agonist, IL2 activator, PLK1 PBD block, CCT chaperon mod, WRN inhibitor, EPAC1 antagonist, EPAC2 ag, PI5P4K alpha inh
COc1ccc(C2C(C(=O)O)CCC(=O)N2c2ccc(OC)cc2)cc1 (stereo not drawn)
    -1%, -0.1, 0%, 0.0, -2%, 9%, 9%, ·
CCOC(=O)Cc1csc(NC(=O)c2sc3nc4ccc(CC)cc4cc3c2N)n1
    -8%, 6.3, -8%, -3.8, -28%, -14%, 9%, -24
Cc1ccc(NC(=O)CSc2nnc(CNC(=O)c3cccs3)o2)cc1
    2%, -1.6, -8%, -0.3, -1%, -11%, 10%, 1
COc1ccc(-c2cccc(C(=O)N3CCOCC3)c2)cc1
    5%, 0.0, -5%, -1.4, 1%, 6%, -1%, 3
COc1ccccc1CNC(=O)c1cccc(S(=O)(=O)N2CCN(C)CC2)c1
    -8%, -0.4, -11%, -0.8, -1%[57.1 µM], -17%, -1%, -3
Cc1cc(C)cc(NS(=O)(=O)c2cccs2)c1
    -2%, -3.0, 0%, 0.0, -21%, ?, 2%, 0
Cc1cccc(NC(=O)NCCc2ccc(Cl)cc2)c1
    -8%, -0.6, -2%, -2.2, 5%[57.1 µM], -6%, 1%, 0
COCCOC(=O)c1c(C)n(C)c2ccc(OC(=O)c3cccs3)cc12
    8%, -0.8, -7%, -2.2, -3%, 4%, 6%, ·
COc1ccc(-c2nn3c(=O)c(C)nnc3s2)cc1
    16%, -1.2, -4%, -1.1, -7%, 2%, 14%, -28
CC(=O)Nc1ccc(NC(=O)CSc2ncc(C(=O)Nc3ccc(Cl)cc3)c(=O)n2C)cc1
    -6%, -2.8, 0%, -1.0, -14%, -1%, -7%, 0
O=C(/C=C/c1ccc2c(c1)OCO2)Nc1cc(S(=O)(=O)N2CCOCC2)ccc1N1CCOCC1
    4%, -3.6, -4%, -0.3, -1%, ?, 2%, -5
Cc1c(C(=O)NCCN(C)C)oc2ccc(S(=O)(=O)N3CCC4(CC3)OCCO4)cc12
    1%, -0.6, 0%, -1.1, 10%, 4%, 3%, 4
Cc1ccc(C(=O)NCC2CCCO2)o1 (stereo not drawn)
    0%, -0.5, -12%, -0.8, 7%, -3%, -3%, -1
Nc1nnnn1/N=C/c1ccc(F)cc1
    16%, 2.0, -2%, -4.8, -13%, 8%, 6%, -1
COc1ccc(C(=O)NCCNC(C)=O)cc1S(=O)(=O)NCc1ccc(Cl)cc1
    -4%, -0.9, 4%, -0.8, -2%, 0%, 2%, 7
Brc1ccccc1/C=N/N1CCCCC1
    -3%, -3.5, -1%, 0.2, 0%, -1%, 11%, 7
CCOC(=O)c1c(NC(=O)CCN2CCOCC2)sc2c1CC(C)(C)OC2
    -4%, -0.4, 1%, 1.2, -3%, 1%, -4%, 1
COc1ccc(-n2nnc3c(=O)n(C/C=C/c4ccccc4)cnc32)cc1
    7%, -3.3, -5%, 0.8, 2%, 0%, 7%, ·
Cc1coc2cc3oc(=O)cc(C)c3cc12
    0%, 1.0, -12%, -3.0, 22%, 7%, 6%, 0
CCOC(=O)c1c(C)n(C)c2ccc(OC(=O)c3ccc(N4C(=O)CCC4=O)cc3)cc12
    -6%, 0.8, 2%, -1.9, -13%[57.1 µM], 25%, -5%, 7
NC(=O)c1ccc(-n2nnnc2Oc2ccc(Br)cc2)cc1
    -4%, 6.0, -7%, 1.4, 1%, -3%, 5%, -4
CCCCCc1ccc(C(=O)CCCC)c(=S)[nH]1
    -2%, -0.8, -5%, -1.2, 18%, 7%, -8%, 12
Cc1ccc(S(=O)(=O)CCC(=O)OCCOc2ccc(Br)cc2)cc1
    11%, -1.8, 9%, 1.0, -10%, -12%, 1%, 5
Cc1cc2c(c(=O)n1Cc1ccco1)C(c1ccccc1)C(C#N)=C(N)O2 (stereo not drawn)
    -4%, 0.2, -4%, 1.8, 1%, -2%, 2%, ·
COc1ccccc1OCCCCCCN1CCOCC1
    2%, 0.4, -4%, -1.3, 6%, -8%, 15%, -5
CCCc1nc2c(s1)CCc1onc(-c3ccc(Br)cc3)c1-2
    -1%, -1.0, 15µM*, 1.3, 2%, -18%, 7%, 1
COc1ccc(C(=O)N2CC(=O)Nc3ccccc32)cc1S(=O)(=O)N1CCCC1
    -9%, -2.6, 1%, 0.7, -6%, -16%, 2%, -4
CC1(c2ccc(Cl)cc2Cl)NC(=O)N(CC(=O)NC2CCCCC2)C1=O (stereo not drawn)
    6%, -2.3, -12%, -5.2, -23%, 10%, -7%, 1
Cc1c(O)c(CN2CCCCC2)cc2c3c(c(=O)oc12)CCC3
    -5%, -1.4, -1%, 1.2, 5%, 7%, -15%, ·
Fc1ccccc1OCC1CCCN(Cc2nc(CC3CC3)no2)C1 (stereo not drawn)
    -7%, 0.4, -18%, 0.4, -5%, -12%, 8%, 5

Next section, starting with the last six of the part before.
The line under a structure holds: EPAC1 agonist, IL2 activator, PLK1 PBD block, CCT chaperon mod, WRN inhibitor, EPAC1 antagonist, EPAC2 ag, PI5P4K alpha inh
COc1ccccc1OCCCCCCN1CCOCC1
    2%, 0.4, -4%, -1.3, 6%, -8%, 15%, -5
CCCc1nc2c(s1)CCc1onc(-c3ccc(Br)cc3)c1-2
    -1%, -1.0, 15µM*, 1.3, 2%, -18%, 7%, 1
COc1ccc(C(=O)N2CC(=O)Nc3ccccc32)cc1S(=O)(=O)N1CCCC1
    -9%, -2.6, 1%, 0.7, -6%, -16%, 2%, -4
CC1(c2ccc(Cl)cc2Cl)NC(=O)N(CC(=O)NC2CCCCC2)C1=O (stereo not drawn)
    6%, -2.3, -12%, -5.2, -23%, 10%, -7%, 1
Cc1c(O)c(CN2CCCCC2)cc2c3c(c(=O)oc12)CCC3
    -5%, -1.4, -1%, 1.2, 5%, 7%, -15%, ·
Fc1ccccc1OCC1CCCN(Cc2nc(CC3CC3)no2)C1 (stereo not drawn)
    -7%, 0.4, -18%, 0.4, -5%, -12%, 8%, 5
CCOc1ccc(-c2n[nH]c(=S)c3ccccc23)cc1
    4%, 0.1, -29%, 0.6, -7%, 7%, 1%, -11
CN(C)CCN(C(=O)c1ccc2ccccc2c1)c1nc2cc3c(cc2s1)OCCO3
    14%, -3.5, -1%, -0.8, ?, -8%, 21%, 6
CN(C)c1ccc(/C=C/C(=O)c2ccccc2O)cc1
    14%, -4.5, -18%, -0.3, ?, 7%, 15%, 2
Oc1ccccc1CN(Cc1ccco1)CC(O)COCc1ccc(Cl)cc1 (stereo not drawn)
    14%, -2.8, -9%, -1.3, -10%, ?, -2%, 18
Cc1cc2oc(=O)cc(Cn3ccnc3)c2cc1Cl
    -4%, 0.9, -7%, -1.7, 5%, 5%, 12%, -9
CC(NS(=O)(=O)c1ccc(Br)cc1)C(=O)NCc1ccc2c(c1)OCO2 (stereo not drawn)
    -9%, -0.5, -7%, 0.7, 1%[57.1 µM], -28%, 5%, 9
Cc1ccc(N2CC(C(=O)NCc3n[nH]c(=O)c4ccccc34)CC2=O)cc1C (stereo not drawn)
    1%, -3.4, -9%, -3.1, 5%, -4%, -9%, 8
Cc1nc2cc(-c3ccc(Cl)cc3)nn2c(NCCN(C)C)c1C
    -7%, -1.1, -9%, -0.4, -5%, -1%, 10%, -7
CC(=O)c1ccc(S(=O)(=O)N2CCN(C(C)=O)CC2)cc1
    5%, -0.3, -8%, -4.8, 19%, -21%, 12%, 6
Cn1c(=O)c2c(nc(-n3ccnc3)n2Cc2ccc([N+](=O)[O-])cc2)n(C)c1=O
    10%, 0.1, -7%, -1.1, -1%, 5%, 18%, -4
CCN(CC)S(=O)(=O)c1ccc2c(c1)N(CC(=O)N1CCC(C(N)=O)CC1)C(=O)CO2
    4%, 0.0, -2%, -0.5, 3%, 3%, 7%, -1
Cc1ccc(C(=O)Nc2sc3c(c2C(=O)O)CCCCC3)o1
    10%, 1.0, -10%, -0.6, -11%, -2%, 5%, 7
CC(C)OP(=O)(OC(C)C)C(Nc1ccccc1)c1cccc([N+](=O)[O-])c1 (stereo not drawn)
    3%, -0.6, -6%, -0.4, -3%, 4%, 2%, 7
S=C(Nc1cccnc1)Nc1ccccn1
    -4%, -1.9, -6%, -1.5, 4%, -15%, 7%, -9
CCOC(=O)C1(Nc2nccs2)Sc2ccccc2NC1=O (stereo not drawn)
    4%, -0.7, -5%, -0.5, 2%, -28%, 6%, 3
O=C(CCCN1C(=O)/C(=C/c2cccc(Br)c2)SC1=S)Nc1ccccn1
    14%, 0.0, -14%, -2.4, -5%, 7%, 10%, -1
Cc1ccc(NC(=O)CN2C(=O)CC(C)S(=O)(=O)c3ccccc32)cc1 (stereo not drawn)
    -2%, -1.8, -6%, -1.9, -4%, 2%, 4%, -6
COc1ccc(C(=O)OC(C(=O)c2ccccc2)c2ccccc2)cc1 (stereo not drawn)
    19%, -2.1, -8%, -0.9, -14%, -11%, 7%, 4
CC(=O)Nc1nc(C)c(Oc2cccc(C(F)(F)F)c2)c(=O)[nH]1
    -2%, -0.6, -2%, -0.5, -10%, -1%, 3%, -16
COc1ccc(CC(=O)Nc2c(C(N)=O)oc3ccccc23)cc1OC
    15%, -0.6, -13%, 0.6, -5%, -2%, -7%, 3
CC(C)COc1ccc(S(=O)(=O)n2cc(F)c(=O)[nH]c2=O)cc1
    1%, 0.0, -8%, -1.5, 6%, -13%, 4%, -13
Cc1ccc(S(=O)(=O)NN=Cc2ccc(N3CCOCC3)cc2)cc1[N+](=O)[O-]
    9%, -0.4, ?, 0.8, -5%, -24%, 1%, -5
